West Nile virus CPE: inhibition of WNV-induced cytopathic effect – cell-based, CPE readout (AID 1621). West Nile virus-infected cells, CPE inhibition; higher % means a stronger effect. CPE inhibition, % at 10 µM; hits with a dose series show IC50 in µM. 290,000 tested, 0.02% active; in the data active = a potency from the dose series; inconclusive = CPE inhibition mostly from about 3.7% at the one dose, without a potency; inactive = the rest, 99 in 100 with CPE inhibition below about 2.2%; note: strong numbers were not always called active
Autophagy HCS: modulators of autophagy. MEF GFP-LC3 puncta imaging; test concentration mostly 10 µM. calls only at 10 µM (by protocol). 190,000 tested, 0.98% active;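 active = percentage of spot-positive cells more than 3 SD above its plate mean, without a fluorescence outlier flag or 80% toxicity; inconclusive = no clear call, values can overlap the other calls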;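 note: spot-positive cell cutoff set from DMSO-treated cells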
MT stabilizer: microtubule stabilizers in HeLa cells | % tubulin-high responders, % at 10 µM | 200,000 tested, 0.83% active | HeLa tubulin immunostaining HCS, 24 h; share of cells brighter than vehicle mean+2SD;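 active = plate Z-score above 3 for both tubulin-high and condensed-nucleus cell shares, with cell loss under 80%, at 10 µM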;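 note: anti alpha tubulin signal scored within the nucleus-defined area of each cell; some results filed as inactive read as strong as hits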
Hep lipid drop: modulators of hepatic lipid droplet formation; inhibition, % at 6.5 µM; AID 1656; AML12 mouse hepatocytes, oleate lipid droplets, BODIPY imaging; 240,000 tested, 0.4% active;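 active = lipid droplet intensity inhibited by at least 50%, with more than 500 cells counted; inconclusive = wells with under 300 cells, treated as cytotoxic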
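Technique: fluorescence imaging, 20x objective, two fields per well / Assay system: AML12 hepatocytes (mouse) / Measure: % inhibition of lipid droplet signal / Doses: 6.5 µM single-point dosing / Incubation: overnight exposure / Reagent: 100 µM oleic acid challenge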
Ins promoter up: MIN6 insulin promoter up-regulation | MIN6 insulin promoter-GFP reporter, high-content imaging; active compounds read high | z-score at 5 µM | 190,000 tested, 0.3% active;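 active = z-score above 3 at 5 µM with at least 500 cells counted in the well; inconclusive = wells under 500 cells, flagged as cytotoxic or low count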
T cell modulator: T cell immune modulation candidate; calls only at 7 µM; 2C CD8+ T cell-vesicle binding, flow cytometry; active compounds read low; 330,000 tested, 0.068% active;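 active = response, share of CD8 T cells binding vesicles, and their 90th percentile fluorescence all below set limits, cut at about 80% in these data, passing the limit was not always enough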
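Also added: QL9-peptide-loaded Drosophila micro-vesicles bearing Ld, ICAM-1 and B7-1; Test system: purified 2C TCR transgenic mouse naive CD8+ T cells; Measured by: cytometric PE anti-B7-1 and Alexa647 anti-CD8 signals after 1% paraformaldehyde fixation; Timing: binding step 1.5 h, 37 °C, antibody labelling 20 min, ice.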
Myeloid diff 2: myeloid differentiation induction | calls only at 10 µM | 360,000 tested, 1% active | AID 624256 | ER-HoxA9 myeloid progenitors, lysozyme-GFP differentiation, flow cytometry;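 active = normalized GFP-positive differentiation at or above the plate's own cutoff, the solvent-only control mean plus 3 SD; inconclusive = no clear call, values can overlap the other calls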;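 note: cells exposed to compound for four days before flow analysis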
WT yeast gro inh: growth inhibition of WT yeast, mitochondrial fusion screen; mitochondrial fusion phenotypic screen, WT strain; 190,000 tested, 2.1% active; AID 1362; inhibition, % at 10 µM; in the data active = inhibition above about 58%; tested in S. cerevisiae
bCat nuc transl: modulators of beta-catenin nuclear translocation | HeLa beta-catenin nuclear translocation, immunofluorescence imaging | nuclear translocation activity, % at 5 µM | 190,000 tested, 0.3% active | AID 1665;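 active = nuclear translocation activity above 50% at 5 µM, with a well cell count of 50 or more; inconclusive = wells under 50 cells across six images, flagged as toxic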;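 note: per-cell ratio of nuclear to cytoplasmic median beta-catenin stain intensity; plate controls were DMSO negative control for no effect and GSK-3 inhibitor IX positive control for full effect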
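Technique: fluorescence imaging of beta-catenin antibody stain plus DAPI / Material: human HeLa cell line / Incubation: compound treatment 24 h, 37°C, 5% CO2 / Read-out basis: % activation of per-cell nuclear versus cytoplasmic median beta-catenin signal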
WT yeast gro inh mutant strain: recorded beside WT yeast gro inh, whose call it bears; inhibition, %; mitochondrial fusion phenotypic screen, mutant strain inhibition
Ins promoter up cell count: also measured in Ins promoter up; calls as there; cell count; measured here: cytotoxicity, nuclei count;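 total cells summed across four imaged fields per well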
Hep lipid drop cells 6.5 µM: further read-out of Hep lipid drop, marked with its call; cell count; measured here: cell count, cytotoxicity flag;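 cells counted across two imaged fields per well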
bCat nuc transl cell count 5 µM: second read-out of bCat nuc transl, no call of its own (marks repeat the call); cell count; measured here: cell count, cytotoxicity flag
T cell modulator vesicle-bound %: recorded beside T cell modulator, whose call it bears; double positive events, %; measured here: CD8+ vesicle-bound cell fraction;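 binding gate set so that unloaded-vesicle control wells show 10% double positive cells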
MT stabilizer Hoechst-high %: further read-out of MT stabilizer, marked with its call; % Hoechst-high responders; measured here: nuclear condensation Hoechst responders;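 share of cells brighter than vehicle mean plus two SD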
MT stabilizer cytotoxicity %: also measured in MT stabilizer; calls as there; toxicity, %; measured here: cytotoxicity by cell density;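 0% = mean cell density of plate MIN control wells and 100% = no cells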
Autophagy HCS cell loss 18 h: also measured in Autophagy HCS; calls as there; toxicity, %; measured here: cell loss, nuclei count;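 cell loss after 18 h compound exposure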
Myeloid diff 2 GFP+ MAC1+ %: second read-out of Myeloid diff 2, no call of its own (marks repeat the call); GFP+ MAC1+ double positive, %; measured here: differentiation confirmed by MAC1 staining
The depositor's hits bear a star; i = inactive; u = inconclusive; x = not tested or not shown; + = active, no number.

Fields: West Nile virus CPE	Autophagy HCS	Autophagy HCS cell loss 18 h	MT stabilizer	MT stabilizer Hoechst-high %	MT stabilizer cytotoxicity %	Hep lipid drop	Hep lipid drop cells 6.5 µM	Ins promoter up	Ins promoter up cell count	T cell modulator	T cell modulator vesicle-bound %	Myeloid diff 2	Myeloid diff 2 GFP+ MAC1+ %	WT yeast gro inh	WT yeast gro inh mutant strain	bCat nuc transl	bCat nuc transl cell count 5 µM
> CCN(CC)CCOC(=O)c1ccc(NC(=O)CNC(=O)C2CCCCC2)cc1
  -0.3%	i	14	2.0	1.5	4.3	1	684	0.2	1339	i	47	i	0.9	13	10	-3.0	594
> COc1ccc(NC(=O)c2ccco2)cc1NC(=O)c1cccs1
  0.0%	i	5	2.9	1.6	2.9	-1	761	-0.87	1251	i	24	i	3.1	-10	-3	-0.4	946
> CCCOc1ccc(N2C(=O)CC(NCCNc3ccc([N+](=O)[O-])cn3)C2=O)cc1 (stereo not drawn)
  0.1%	x	x	x	x	x	-1	716	0.11	1135	i	18	i	0.6	x	x	1.6	1298
> CC(NC(=O)CNC(=O)c1ccco1)c1ccccc1 (stereo not drawn)
  -0.3%	x	x	x	x	x	-1	810	x	x	i	31	i	0.3	x	x	x	x
> Cc1nn2c(COc3ccc(NC(=O)c4ccccc4)cc3)nnc2c2ccccc12
  -0.1%	i	6	2.7	1.8	0.2	-4	649	-0.14	1342	i	46	i	0.4	-8	4	0.8	935
> Cn1nc(-c2ccc(Cl)cc2)c2cc(C(=O)N3CCN(C(=O)c4ccco4)CC3)sc21
  -1.3%	i	-1	3.3	4.0	6.4	x	x	u	x	i	41	+	11*	9	-1	x	x
> CN(CC(=O)Nc1ncn[nH]1)S(=O)(=O)c1ccc(Cl)cc1
  -0.2%	x	x	x	x	x	-6	722	x	x	i	22	i	0.7	x	x	x	x
> O=C(CCC(=O)N(c1ccc(F)cc1)C(C(=O)NC1CCCC1)c1ccncc1)Nc1cccnc1 (stereo not drawn)
  -0.5%	i	-1	3.7	2.3	3.4	17	813	x	x	i	9	i	0.7	7	11	-2.7	482
> CCn1c2ccccc2c2cc(NC(=O)COC(=O)Cc3cn4ccsc4n3)ccc21
  0.1%	i	6	5.9	1.1	4.1	x	x	1.4	1113	x	x	i	0.5	-28	-1	1.8	936
> Cc1ccnc(SCCn2c(N(C)Cc3ccccc3)nc3c2c(=O)n(C)c(=O)n3C)n1
  -0.3%	x	x	5.0	1.6	5.2	x	x	x	x	i	20	i	4.6	15	8	x	x
> COc1ccc(C)cc1NS(=O)(=O)c1ccc2c(c1)CCN2C(C)=O
  -0.6%	x	x	x	x	x	-22	799	x	x	i	22	i	0.4	x	x	x	x
> Cc1cccc(NC(=O)CC2S/C(=N/c3nccs3)N(C)C2=O)c1 (stereo not drawn)
  -0.2%	i	-11	1.2	0.8	7.0	-29	758	-0.13	880	i	51	i	1.1	-5	3	-1.6	1137
> COc1cc(C=O)ccc1OCCOCCOc1cc(C)ccc1Cl
  -0.1%	i	9	1.1	2.0	7.5	x	x	-0.61	1392	i	2	i	0.8	4	-12	0.4	1402
> CCC(=O)N1CCc2cc(S(=O)(=O)NC(C(=O)NC3CCCc4ccccc43)C(C)C)ccc21 (stereo not drawn)
  -0.3%	i	-9	1.9	1.6	1.2	7	795	0	1134	i	47	i	2.3	-7	-21	-0.5	466
> C[C@H](NC(=O)c1[nH]cnc1C(=O)Nc1ccc(CNC(=O)OC(C)(C)C)cc1)C(=O)OC(C)(C)C
  1.6%	x	x	x	x	x	-34	682	-2	989	i	16	i	0.2	x	x	-0.4	1345

The closing 2 compounds of the part before come first, to join the parts:
Fields: West Nile virus CPE	Autophagy HCS	Autophagy HCS cell loss 18 h	MT stabilizer	MT stabilizer Hoechst-high %	MT stabilizer cytotoxicity %	Hep lipid drop	Hep lipid drop cells 6.5 µM	Ins promoter up	Ins promoter up cell count	T cell modulator	T cell modulator vesicle-bound %	Myeloid diff 2	Myeloid diff 2 GFP+ MAC1+ %	WT yeast gro inh	WT yeast gro inh mutant strain	bCat nuc transl	bCat nuc transl cell count 5 µM
> CCC(=O)N1CCc2cc(S(=O)(=O)NC(C(=O)NC3CCCc4ccccc43)C(C)C)ccc21 (stereo not drawn)
  -0.3%	i	-9	1.9	1.6	1.2	7	795	0	1134	i	47	i	2.3	-7	-21	-0.5	466
> C[C@H](NC(=O)c1[nH]cnc1C(=O)Nc1ccc(CNC(=O)OC(C)(C)C)cc1)C(=O)OC(C)(C)C
  1.6%	x	x	x	x	x	-34	682	-2	989	i	16	i	0.2	x	x	-0.4	1345
> CCOCCCNc1nc(-c2ccccc2)nc2ccccc12
  -0.7%	x	x	x	x	x	1	835	x	x	i	59	i	0.4	x	x	x	x
> COC(CNC(=O)c1ccc2c(c1)ncn2-c1ccc(C)cc1C)OC
  -0.2%	x	x	x	x	x	-4	722	x	x	i	40	i	0.4	x	x	x	x
> CC(C)CCn1c(C(C)O)nc2ccccc21 (stereo not drawn)
  0.1%	i	8	3.6	2.5	10	-2	776	0	875	i	22	i	0.9	-4	-13	-2.3	1095
> Cn1c(SCC2CCCO2)nnc1-c1ccncc1 (stereo not drawn)
  0.5%	i	-8	2.6	0.9	2.1	x	x	0.18	1124	i	9	i	5.9	5	3	-3.1	819
> COc1ccc(Cc2nnc(N=Nc3c(O)[nH]c4ccc(Br)cc34)[nH]c2=O)cc1
  0.7%	i	25	1.7	2.4	11	6	718	-0.35	1268	i	60	i	0.5	-15	0	-0.7	1074
> CCOC(=O)c1c(C)[nH]c(C)c1S(=O)(=O)N1CCN(C(=O)c2ccco2)CC1
  0.1%	x	x	x	x	x	-5	664	x	x	i	50	i	1.2	x	x	x	x
> Cc1cc(C(=O)COC(=O)c2ccccc2Br)c(C)n1CC1CCCO1 (stereo not drawn)
  0.2%	x	x	x	x	x	0	634	0.03	936	i	8	i	0.3	x	x	-0.8	1386
> COc1cc(-c2cc(N)n(S(=O)(=O)c3ccc(F)cc3)n2)cc(OC)c1OC
  1.1%	i	-2	2.6	3.2	7.9	x	x	-0.87	953	i	49	i	2.7	2	-6	x	x
> N#CCc1nc(CSc2nc3ccccc3s2)cs1
  -0.2%	i	1	2.7	2.1	9.7	10	776	4*	1162*	i	28	i	1.9	11	15	x	x
> O=C(COC(=O)c1ccccc1)Nc1cccc(S(=O)(=O)N2CCOCC2)c1
  0.6%	i	11	3.9	2.2	5.5	7	662	0.77	1282	i	20	i	0.5	-20	10	-0.4	1078
> CC12CCC(C/C1=N\OC(=O)c1c(F)cccc1F)C2(C)C (stereo not drawn)
  0.8%	x	x	x	x	x	18	733	0.35	1078	i	30	i	0.3	x	x	0.3	1368
> COc1ccc2c(c1OC)C(=O)OC2Nc1nc(-c2ccccc2)cs1 (stereo not drawn)
  13%	i	7	5.5	1.6	5.2	20	631	0.23	1994	i	26	u	x	-3	11	-2.5	1280
> Cc1[nH]c2ccccc2c1C(=O)COC(=O)c1ccc([N+](=O)[O-])s1
  -1.2%	i	-1	5.6	6.4	49	-5	717	x	x	i	46	i	2.7	98*	98*	-0.4	1509
> C/C(=N\O)C1/C(=N/O)CC2C1C2(C)C (stereo not drawn)
  0.3%	i	7	3.0	1.5	7.2	-17	786	1.2	1207	i	46	i	2.4	12	22	1.3	1188
> N/C(Cc1ccc([N+](=O)[O-])cc1)=N\OC(=O)c1ccccc1F
  0.1%	i	10	4.6	2.3	6.9	-6	639	0.23	1487	i	49	i	0.8	-8	14	0.2	968
> Cc1ccc(NC(=O)Nc2cccs2)nc1
  -0.5%	i	0	1.5	1.5	3.5	3	707	-0.01	798	i	18	i	0.4	-10	-19	1.2	1157
> CCOc1ccccc1Oc1c(C)oc2cc(OC(=O)c3ccco3)ccc2c1=O
  0.0%	i	9	3.6	1.2	4.9	x	x	x	x	i	53	i	5.0	-30	-19	x	x
> Cc1ccc(NC(=O)NCCN2CCCCC2)cc1
  -0.9%	x	x	x	x	x	0	821	x	x	i	62	i	0.5	x	x	x	x
> CSc1ccc(CNC(=O)Cn2nc(C)c3c(C)n(-c4ccc(C)cc4)nc3c2=O)cc1
  2.7%	x	x	x	x	x	9	697	x	x	i	20	i	0.0	x	x	x	x
> O=C(CCS(=O)(=O)Cc1ccccc1F)N1CCc2ccccc2C1
  x	i	14	3.0	1.8	2.1	x	x	-0.1	1555	i	42	i	3.1	-13	5	0.2	1446
> Cc1ccc(CCNC(=O)C23CN(Cc4ccccc4)CC2C(c2cccc([N+](=O)[O-])c2)=NO3)cc1 (stereo not drawn)
  x	i	-21	2.7	1.4	6.1	-14	551	x	x	i	36	i	1.3	18	4	-2.0	1079
> O=C(COC(=O)CNC(=O)C12CC3CC(CC(C3)C1)C2)NC1CCS(=O)(=O)C1 (stereo not drawn)
  -0.8%	i	-5	2.5	2.4	6.0	4	783	-0.18	1202	i	66	i	0.1	-19	33	0.1	457
> Cc1cc2ccccn2c1C(=O)c1ccc(N/N=C/c2ccc(C(=O)O)cc2)c([N+](=O)[O-])c1
  0.6%	x	x	x	x	x	6	762	-0.45	1041	x	x	i	0.1	x	x	0.2	1304
> CC1CCC(NC(=O)c2nc(Cn3ccc([N+](=O)[O-])n3)no2)CC1 (stereo not drawn)
  -1.1%	x	x	x	x	x	-2	807	x	x	i	33	i	1.2	x	x	x	x
> CS(=O)(=O)N(CC(=O)Nc1ccccc1C(=O)NCc1ccco1)c1ccccc1F
  -0.6%	i	-11	2.1	1.9	4.3	x	x	0.52	1527	i	24	i	0.5	4	6	-0.1	1515
> O=C(CN1C(=O)NC(Cc2c[nH]c3ccccc23)C1=O)Nc1cccc(S(=O)(=O)N2CCCC2)c1 (stereo not drawn)
  0.5%	i	-17	2.8	0.9	4.4	25	667	0.59	1661	i	59	x	x	-2	12	3.3	893

Source: PubChem BioAssay
